Screening results (PubChem BioAssay)
RSV antiviral HEp-2 – RSV antiviral activity via CPE protection, HEp-2 cells, primary 10 µM value included (AID 2391); HEp-2 cells, RSV-induced CPE inhibition; higher % means a stronger effect; CPE inhibition, % at 10 µM; hits with a dose series show IC50 in µM; actives 0.13% (n = 310,000); in the data active = a potency from the dose series; inconclusive = CPE inhibition mostly from about 23% at the one dose, without a potency; inactive = the rest, 99 in 100 with CPE inhibition below about 21%; note: strong numbers were not always called active
Myeloid diff MLP – induction of myeloid progenitor differentiation, primary screen, cell-based, flow cytometry, MLPCN library. ER-HoxA9 myeloid progenitors, lysozyme-GFP differentiation. actives 1% (n = 360,000). calls only at 10 µM;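 active = normalized GFP-positive differentiation at or above the plate's own cutoff, the solvent-only control mean plus 3 SD; inconclusive = no clear call, values can overlap the other calls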;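 note: cells exposed to compound for four days before flow analysis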
Rac1 GTP hydrolysis – MgcRacGAP GTPase-activating activity inhibitors, confirmation, biochemical, ADP Hunter fluorescence; actives 0.6% (n = 340,000); inhibition, % at 30 µM; hits with a dose series show IC50 in µM; MgcRacGAP-stimulated Rac1 GTP hydrolysis, ADP Hunter fluorescence; higher % means a stronger effect; GST-tagged Rac1 F28L mutant substrate;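 active = first-screen hits whose inhibition reached a set limit at any dose in the follow-up dose series; inconclusive = inhibition above the set first-screen limit but never retested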;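 note: fluorescence reports GDP produced by GAP-driven GTP hydrolysis; strong numbers were not always called active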
SV40 large T antigen – SV40 large T antigen inhibitors, biochemical (AID 1903) | SV40 large T antigen ATPase/helicase inhibition assay; higher % means a stronger effect | inhibition, % at 20 µM, or IC50 in µM where a hit was titrated | actives 0.39% (n = 310,000); in the data active = a potency from the dose series; inconclusive = inhibition mostly from about 32% at the one dose, without a potency; inactive = the rest, 99 in 100 with inhibition below about 32%; note: strong numbers were not always called active
TNAP activators – human TNAP enzyme activators, primary screen, biochemical, luminescent, no phosphate acceptor, uHTS (AID 1001). Alkaline phosphatase, tissue-nonspecific isozyme (Homo sapiens). purified TNAP, luminescent activation assay, no phosphate acceptor; higher activation fold means a stronger effect. activation fold at 20 µM; hits with a dose series show EC50 in µM. actives 0.03% (n = 200,000); in the data active = activation fold from about 3, or a potency from the dose series; inactive = the rest, 99 in 100 with activation fold below about 1.6; note: many of its hits are not listed in these tables
PhoP inhibition – inhibitors of PhoP regulon expression, primary screen, Salmonella Typhimurium, GFP reporter (AID 1863); actives 0.16% (n = 300,000); one-dose inhibition, % at 50 µM; IC50 in µM for titrated hits; S. Typhimurium PhoP-regulated promoter GFP reporter, 4 h; higher % means a stronger effect;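 active = inhibition over 29.93%, a cutoff 3 SD above the screen mean, later confirmed by dose response; inconclusive = inhibition over 29.93% but no dose response follow-up; inactive = inhibition at most 29.93% or unconfirmed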;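 note: 0% = low Mg2+ inducing control and 100% = high Mg2+ repressing control; strong numbers were not always called active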
NTR1 ag – agonists of NTR1, primary screen, imaging, U2OS cells, beta-arrestin-GFP, high content (AID 493036). Neurotensin receptor type 1 (Homo sapiens), P30989. NTR1-U2OS beta-arrestin-GFP spot imaging, agonist mode. activation, % at 20 µM. actives 0.17% (n = 330,000);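 active = activation at or above 40% of the spot to cytoplasm intensity ratio, with at least 20 cells analyzed; inconclusive = wells under 20 cells, flagged as cytotoxic or low count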;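 note: 0% = DMSO without peptide and 100% = 100 nM NTR1 peptide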
Target sequence (P30989 whole entry, looked up): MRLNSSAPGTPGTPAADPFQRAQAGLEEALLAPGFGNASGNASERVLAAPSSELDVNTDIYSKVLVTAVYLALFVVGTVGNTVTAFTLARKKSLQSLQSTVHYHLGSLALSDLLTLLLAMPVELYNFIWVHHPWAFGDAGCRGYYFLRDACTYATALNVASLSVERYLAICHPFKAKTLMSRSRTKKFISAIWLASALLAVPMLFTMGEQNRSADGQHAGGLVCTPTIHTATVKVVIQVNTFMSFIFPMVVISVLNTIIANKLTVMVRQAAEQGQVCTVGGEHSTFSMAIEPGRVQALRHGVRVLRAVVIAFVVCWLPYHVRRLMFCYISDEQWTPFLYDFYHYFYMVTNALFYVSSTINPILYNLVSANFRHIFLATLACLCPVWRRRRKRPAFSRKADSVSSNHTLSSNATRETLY
T cell HTS – modulators of CD8 T cell-vesicle binding, primary screen, mouse 2C CD8+ T cells, flow cytometry | 2C CD8+ T cell-vesicle binding; stronger effect = lower value | calls only at 7 µM | actives 0.068% (n = 330,000);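 active = response, share of CD8 T cells binding vesicles, and their 90th percentile fluorescence all below set limits, cut at about 80% in these data, passing the limit was not always enough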
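Incubation: binding step 1.5 h, 37 °C, antibody labelling 20 min, ice; system: murine 2C transgenic CD8+ T lymphocytes; technique: cytometric PE anti-B7-1 and Alexa647 anti-CD8 signals after 1% paraformaldehyde fixation; also added: QL9-charged Drosophila Ld/ICAM-1/B7-1 vesicles; control set: naked versus QL9-loaded vesicles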
UTI89 phage lysis – inhibition of K1F phage lysis, E. coli UTI89, bacterial capsule biogenesis inhibitors, alamar blue (AID 488966) | E. coli UTI89 K1F phage lysis, alamar blue, 2 h; higher % means a stronger effect | inhibition, % at 100 µM; hits with a dose series show IC50 in µM | actives 0.02% (n = 340,000);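 active = phage lysis inhibition, versus mean bacterial control, above a set limit; inconclusive = no clear call, values can overlap the other calls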;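 note: capsule biogenesis inhibitors block K1F phage lysis so surviving cells raise fluorescence; higher fluorescence means more inhibition of phage lysis; actives were called in the ten point dose series up to 300 µM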
T cell HTS vesicle-bound % – recorded beside T cell HTS, whose call it bears; double positive events, %; measured here: CD8+ vesicle-bound cell fraction;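 binding gate set so that unloaded-vesicle control wells show 10% double positive cells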
NTR1 ag cell count 20 µM – also measured in NTR1 ag; calls as there; cell count; measured here: cell count, cytotoxicity flag
Myeloid diff MLP GFP+ MAC1+ % – also measured in Myeloid diff MLP; calls as there; GFP+ MAC1+ double positive, %; measured here: differentiation confirmed by MAC1 staining
* hit, by the source's call; i = inactive; ? = inconclusive; nt = no result given; [ ] = another dose, or the depositor's remark. Rows were taken by chance; 2.3% or so of the library scored in one or more.

#	structure	RSV antiviral HEp-2	Myeloid diff MLP	Myeloid diff MLP GFP+ MAC1+ %	Rac1 GTP hydrolysis	SV40 large T antigen	TNAP activators	PhoP inhibition	NTR1 ag	NTR1 ag cell count 20 µM	T cell HTS	T cell HTS vesicle-bound %	UTI89 phage lysis
1	O=c1c2ccccc2nc(SCc2nnc(-c3ccccc3Br)o2)n1-c1ccccc1	1.5%	i	7.4	-1.4%	4.0%	1	-0.4%	2.1	47	i	69.9	3.6%
2	CCOc1ccc(CCNC(=O)CSc2nnnn2C)cc1OCC	0.7%	i	0.4	2.8%	4.7%	1.2	-2.9%	0.0	33	i	58.4	1.5%
3	Cc1ccc(CNC(=O)C2CCC(=O)N(CC3CCCCC3)C2)o1 (centres undefined)	1.7%	i	1.2	12.2%	15.5%	nt	-0.4%	1.1	62	i	13.4	-0.5%[50 µM]
4	CCOC(=O)C1CCCN(Cc2ccccc2C)C1 (centres undefined)	1.8%	i	8.7	21.9%	-6.2%	1.1	9.4%	-1.1	86	i	8.7	8.3%
5	COCCN1CC(C(=O)NCc2ncccc2C)CCC1=O (centres undefined)	0.8%	i	0.9	3.0%	8.7%	nt	2.4%	1.1	62	i	23.2	0.0%
6	CCCC(CCC)C(=O)Nc1ccc2c(c1)N(C(=O)CCN1CCN(C)CC1)c1ccccc1CC2	-1.4%	i	0.5	1.2%	23.3%	1.3	-2.2%	-0.5	47	i	23.2	0.9%
7	COc1ccccc1N(C)S(=O)(=O)c1ccc(C(=O)Nc2nccs2)cc1	5.2%	i	1.4	-0.2%	nt	nt	nt	0.0	82	i	17.4	-0.1%[50 µM]
8	O=C(N/N=C/c1ccc(-c2ccc(Br)cc2)o1)c1ccc2c(c1)OCO2	-0.8%	i	1.0	7.3%	1.3%	1	-12.9%	3.5	71	i	41.1	0.0%
9	O=C(CC(c1ccccc1)c1ccccc1)Nc1ccc(O)cc1	0.6%	i	0.2	47.2µM*	24.7%	nt	0.3%	-0.4	43	i	43.1	-0.1%
10	CC(=Nc1ccccc1)C1=C(O)COC1=O	0.8%	i	5.8	3.0%	4.8%	1.1	10.8%	-1.1	58	i	29.6	3.6%
11	Cc1ccc(S(=O)(=O)N(C)C)cc1-n1c(SCC(=O)Nc2ccc(F)cc2Cl)nc2ccccc2c1=O	5.6%	i	0.9	7.9%	10.8%	1.2	8.3%	-0.1	56	i	54.8	3.5%
12	Cc1cc2c(cc1C)CSC(c1ccc(O)cc1)SC2	6.7%	i	9.2	-1.0%	5.8%	1	8.3%	5.1	47	i	19.3	1.2%
13	Cc1ccn2cc(-c3cnoc3C)nc2c1	2.1%	i	1.2	10.6%	9.3%	1	-3.6%	-0.7	48	i	19.0	2.5%
14	CCOC(=O)CCCC(=O)N1CCOCCOCCOCC1	2.4%	i	0.2	9.6%	6.3%	nt	-4.4%	-1.2	47	i	27.0	0.7%
15	O=C(CC1NCCNC1=O)Nc1cc(Cl)cc(Cl)c1 (centres undefined)	1.6%	i	0.4	5.8%	20.4%	1.1	7.9%	1.7	72	i	58.8	0.8%[50 µM]
16	Nc1cc(Cl)ccc1Nc1ccncc1	0.8%	i	0.6	2.5%	8.5%	nt	5.7%	nt	nt	i	38.1	3.9%[50 µM]
17	COc1ccc(-c2csc(NC(=S)NC(=O)c3ccco3)n2)cc1Br	16.8%	i	0.0	10.2%	-1.9%	nt	-8.7%	3.5	70	i	29.4	0.5%
18	O=C(c1ccco1)N1CCC(c2nc3ccccc3[nH]2)CC1	1.3%	i	0.2	3.0%	11.2%	nt	1.5%	0.9	44	i	53.8	0.5%[50 µM]
19	CC(NS(C)(=O)=O)C(c1cccs1)N1CCN(C)CC1 (centres undefined)	-0.2%	i	0.7	10.3%	5.4%	1	1.9%	2.9	56	i	27.3	7.6%
20	Cc1ccc(NC(=S)N(CCN(C)C)C(C)c2cccnc2)c(C)c1 (centres undefined)	1.7%	i	0.7	5.5%	3.3%	0.9	-6.0%	0.5	53	i	37.3	0.5%
21	CC(C)C[C@@H](CN=[N+]=[N-])N1CCN(CC(C)C)CCC1=O	1.8%	i	1.6	1.7%	3.2%	nt	6.7%	2.2	70	i	26.6	-0.3%
22	Cc1nnc(SCC(=O)NCc2ccccc2)n1-c1ccccc1	-0.8%	i	1.3	-1.7%	3.0%	0.9	9.3%	-5.4	91	i	25.5	1.6%
23	CCOC(=O)C1=c2s/c(=C\c3cccnc3)c(=O)n2C(N)=C(C(=O)OC)C1c1cccnc1 (centres undefined)	1.7%	i	0.9	3.6%	18.3%	1	-5.3%	-1.7	83	i	43.6	3.4%
24	Cn1c(=O)c2c(nc(CN3CCCCC3)n2CCc2ccccc2)n(C)c1=O	0.6%	i	0.2	18.6%	20.1%	1	4.8%	1.0	74	i	39.5	0.3%
25	COC(=O)c1c(NC(=O)CN2CCN(S(=O)(=O)c3ccccc3[N+](=O)[O-])CC2)sc2c1CCC(C)C2 (centres undefined)	6.0%	i	0.6	6.3%	8.3%	1.1	-2.8%	1.7	68	i	21.7	0.4%
26	Cc1ccc(N(C(=O)Cc2c[nH]c3ccccc23)C(C(=O)NC2CCCCC2)c2ccco2)cc1 (centres undefined)	?	i	0.7	3.5%	-1.5%	1.1	-1.9%	10.8	73	i	29.7	0.3%
27	CCOc1ccc(C2C(C(=O)O)c3ccccc3C(=O)N2CCN2CCOCC2)cc1 (centres undefined)	1.9%	i	0.3	-3.3%	6.0%	0.9	-10.9%	-1.8	68	i	40.0	-0.1%
28	CC(=O)NC(Cc1ccc(F)cc1)C(=O)NC1CCN(c2nnnn2-c2ccccc2)CC1 (centres undefined)	0.8%	i	0.5	3.9%	-6.5%	1.1	5.7%	0.2	63	i	56.0	1.4%
29	COc1cc(OC)c(C2=NOC(C(=O)N3CCN(C(=O)c4ccco4)CC3)C2)cc1Cl (centres undefined)	-0.7%	i	0.2	1.0%	6.9%	1.1	-9.9%	1.9	57	i	36.9	0.1%
30	CC(C)N(C(=O)[C@H]1C[C@H](CC(=O)NCc2ccco2)C(=O)N2CCc3c([nH]c4ccc(Cl)cc34)[C@]12C)C(C)C	nt	i	1.3	5.3%	nt	nt	nt	3.4	54	nt	nt	-0.1%
31	Cc1ccc(-c2n[nH]c(=S)nc2-c2ccc(C)cc2)cc1	1.0%	i	0.1	12.2%	3.4%	nt	9.3%	nt	nt	i	22.8	0.7%[50 µM]
32	O=C(NCCc1ccccc1)c1ccc(Cl)c([N+](=O)[O-])c1	1.0%	i	4.5	1.4%	-3.7%	1	8.8%	7.1	65	i	7.7	0.7%
33	CCN(CC)c1ccc(NC(=O)c2cncc(Br)c2)cc1	3.3%	i	0.2	30.6%	35.7%	1.1	-5.5%	2.2	63	i	11.1	1.1%
34	O=C(CNC(=O)c1ccccc1)NCCO	1.1%	i	0.2	6.9%	0.6%	1.1	5.3%	3.0	45	i	43.6	1.3%
35	CCN(c1cccc(C)c1)S(=O)(=O)c1nnc(NC(=O)c2ccco2)s1	4.9%	i	2.0	7.2%	1.0%	nt	5.9%	0.8	61	i	4.1	-0.2%
36	CC1(C)c2[nH]c3ccccc3c2C[C@@H]2C(=O)N(Cc3ccc(F)cc3)C(=O)N21	7.0%	i	0.7	10.5%	-1.0%	nt	3.9%	20.1	81	i	25.8	1.7%
37	COc1ccc(-c2sc3ccccc3c2/C=C/c2ccc(N)cc2)cc1	nt	i	0.3	1.9%	nt	nt	nt	12.2	51	i	1.4	-0.1%
38	CC(C)N1CCN(Cc2nc3ccccc3s2)CC1CCO (centres undefined)	1.6%	i	0.2	9.6%	12.1%	1.1	-1.7%	-0.3	87	i	58.5	-0.1%
39	CN(C)CCNC(=O)C1CC(=O)N(c2ccc(F)c(Cl)c2)C1 (centres undefined)	-0.4%	i	6.3	5.9%	3.8%	1.1	-9.9%	0.6	57	i	44.9	4.3%
40	O=C1C=C(c2cc3ccccc3s2)C[C@@H](c2ccc3c(c2)OCO3)C1	3.3%	i	1.1	8.7%	nt	nt	nt	4.0	60	i	20.2	0.5%
41	Cc1ccc2nc(Nc3nc(-c4ccccc4)cc(=O)[nH]3)nc(C)c2c1	3.8%	i	1.0	10.9%	2.5%	1.1	6.4%	7.3	28	i	22.5	0.2%
42	CN(CC(=O)Nc1ccc(Cl)c(C(F)(F)F)c1)C(=O)c1ccc2c(c1)NC(=O)CS2	-0.6%	i	1.2	-7.3%	nt	nt	nt	3.0	45	i	25.5	0.5%[50 µM]
43	O=C(O)CC(NCc1ccco1)C(=O)Nc1cccc(O)c1 (centres undefined)	1.4%	i	0.2	0.6%	16.2%	nt	-7.7%	-1.3	56	i	32.1	0.0%
44	COc1cc(C2Nc3ccccc3C(=O)N2NS(C)(=O)=O)ccc1O (centres undefined)	0.4%	i	0.9	6.6%	16.5%	nt	2.4%	1.7	61	i	51.1	0.3%
45	O=C(OCCCc1ccncc1)c1ccc(S(=O)(=O)N2CCOCC2)cc1	1.3%	i	2.0	0.5%	-0.8%	1.2	8.9%	-0.6	44	i	21.4	1.8%[50 µM]
